NCI-60 one-dose screen, 48 h, at 10 µM unless noted. Numbers give growth in % (100 = growth as untreated, 0 = no growth, -100 = all killed).
A549/ATCC: A549/ATCC NSCLC; 81,000 tested, 3.7% active; AID 1794740
SK-MEL-28: SK-MEL-28 melanoma; 81,000 tested, 4.1% active
M14: M14 melanoma; 80,000 tested, 6.2% active
HOP-62: HOP-62 NSCLC; 80,000 tested, 3.9% active
SK-MEL-5: SK-MEL-5 melanoma; 80,000 tested, 6.4% active; AID 1794755
SK-MEL-2: SK-MEL-2 melanoma | 77,000 tested, 4.7% active
HOP-92: HOP-92 NSCLC cells. 71,000 tested, 6.3% active
EKVX: EKVX NSCLC; 71,000 tested, 3% active
An asterisk follows results filed as active; / = no result given; & = joins results of further samples; [ ] = remark or other dose. The calls were made as follows: active = growth percent below 10; inactive = the rest.

#	SMILES	A549/ATCC	SK-MEL-28	M14	HOP-62	SK-MEL-5	SK-MEL-2	HOP-92	EKVX
1	COC(=O)C1=NN(c2ccccc2)C2C3N(c4ccccc4)N=C(C(=O)OC)N3c3[nH]c(-c4ccccc4)cc3N12 (stereo unspecified)	98	91	104	74	95	92	103	96
2	O=C(O)CCCc1ccc(Cl)cc1	105	103	107	105	111	98	76	107
3	Cc1ccc(C2=N[C@@H](C)C(=O)c3c(nc4ccccn34)N2)cc1	93	89	87	63	82	70	66	/
4	COC(=O)C1=C(C(C)=O)C(c2cccc(Cl)c2)c2c(nc(C)[nH]c2=O)O1 (stereo unspecified)	112	106	104	112	102	118	109	106
5	CCOC(=O)CC(O)(c1ccccc1)c1ccccc1	97	116	116	121	/	128	135	105
6	Cc1c(C(=O)NCCC(=O)NO)sc2ncnc(Nc3ccc(NC(=O)Nc4ccccc4)cc3)c12	98	105	99	102	99	107	107	95
7	O=C1c2ccccc2C(=Cc2cccnc2)c2ccccc21	111	111	108	91	96	100	/	/
8	CC(C)(CC(=O)c1ccccc1)CC(=O)c1ccccc1	102	102	107	107	103	96	/	106
9	COc1ccc(N=Nc2c(N)nn3c(-c4cc5ccccc5oc4=O)ccnc23)cc1	59	45	60	15	24	39	34	44
10	Cc1nn(-c2ccccc2)c2c1[C@@H](C)[C@H]1CC3(CC4(C)C[C@@H]3C1(C)c1c(C)nn(-c3ccccc3)c1N4C)N2C (stereo partly specified)	38	71	56	68	32	66	/	/
11	C=CCCCC(=O)CCC(=O)OCC1O[C@@H](O[C@@H]2C(O)[C@@H](OC(C)=O)C(C)O[C@H]2O[C@H](CC=C)CCCCC)C(O)[C@@H](OC(=O)/C(C)=C/C)[C@@H]1OC(=O)/C=C/c1ccccc1 (stereo partly specified)	25	33	-10*	9.2*	-71*	4.4*	0.3*	30
12	C=C1CCC2C3(C)COC(c4ccc(NC(C)=O)cc4)OC3CCC2(C)C1C/C=C1/C(=O)OCC1O (stereo unspecified)	36	89	76	86	29	84	73	40
13	O=C(NNC(=O)c1cccc2ccccc12)c1cccc(Cl)c1	104	109	107	104	108	102	94	92
14	CC(C)n1c(O)c(N=NC(=O)c2ccc(S(N)(=O)=O)cc2)c2ccccc21	98	109	107	104	102	102	103	93
15	Cc1nn(-c2ccc(Cl)cc2)c2c1C(c1ccc(Cl)cc1)C(C#N)=C(N)O2 (stereo unspecified)	99	106	93	96	99	101	100	91
16	Cc1cc(C)c2c(N)c(-c3nc4ccc(Cl)cc4o3)sc2n1	108	103	109	120	95	/	98	/
17	COc1ccc(C(=O)/C=C/c2ccc(Oc3ccc(Cl)cc3)cc2)cc1OC	89	99	93	118	87	99	89	94
18	C/C=C/CCC(C)=O	101	105	90	98	95	113	80	103
19	CCCCCC(=O)Oc1ccc(OCc2ccccc2)cc1	90	113	94	91	72	120	73	111
20	NC(=O)c1cccc(-n2ccc3cc(NC(=O)Nc4ccc(N5CCOCC5)c(C(F)(F)F)c4)ccc32)n1	10	-0.7*	17	1.6*	-80*	1.8*	-17*	11
21	O=C1/C(=C/c2cc(-c3ccc4c(c3)OCO4)n[nH]2)Cc2ccccc21	96	114	102	90	98	93	96	/
22	O=C1CCC(=O)N1O	111	105	113	102	101	118	92	109
23	CC(O)C(=O)OCCOc1ccc(Cl)cc1Cl (stereo unspecified)	87	106	100	94	100	101	77	99
24	COc1ccc(N2C(=O)CC(c3cc(OC)c(OC)c(OC)c3)C3C2=NC(=O)N3C)cc1 (stereo unspecified)	104	108	105	108	/	116	105	102
25	O=C1/C(=C/c2ccc(-c3cccc([N+](=O)[O-])c3)o2)SC(=S)N1Cc1ccc2c(c1)OCO2	101	103	111	107	102	110	115	107
26	N#Cc1nc(CC(=O)c2ccccn2)c(CC(=O)c2ccccn2)nc1C#N	90	101	91	92	99	113	83	80
27	CC(=Nc1ccccc1)C1=C(O)C(Cc2ccc(O)cc2)NC1=O (stereo unspecified)	-28*	40	0.1*	20	-44*	42	-10*	20
28	COc1ccc(/C(C)=N/N=C2C(=O)Nc3ccc(Br)cc32)cc1S(N)(=O)=O	94	99	73	83	80	71	65	86
29	O=C(Cn1nncc1CN1C(=O)CSC1=O)Nc1ccc(F)cc1	102	/	102	97	100	101	104	93
30	O=C(Nc1cccc(Cl)c1)Sc1ccccc1	80	105	96	91	101	93	95	103
31	CC(=O)OC1(C(C)=O)CCC2C3CCC4=CC(=O)CCC4(C)C3CCC21C (stereo unspecified)	100	101	104	94	99	104	84	95
32	CC(=O)OC1C(C)C2CCC13CCC(C)CC23 (stereo unspecified)	86	101	102	91	100	100	102	98
33	O=Cc1cn(S(=O)(=O)c2ccc(Cl)cc2Cl)c2ccccc12	99	101	97	91	92	95	72	103
34	COc1cc(C(=O)/C=C/c2c(-c3ccc(Cl)cc3)nc3sc(-c4ccccc4)c(-c4ccccc4)n23)cc(OC)c1OC	92	112	84	101	67	101	/	/
35	O=C(O)c1ccc(-n2cc(CO)c(-c3ccc(F)c(F)c3)n2)cc1	105	110	100	93	107	108	128	93
36	O=C(c1ccc(F)cc1)C(c1c[nH]c2ccccc12)c1c[nH]c2ccccc12	92	64	75	92	90	87	90	88
37	Cc1cn2nc(C)sc2n1	97	104	96	97	112	108	83	104
38	COc1cc(-c2nc3ccc([N+](=O)[O-])cc3[nH]2)ccc1OCC(=O)N=Nc1c(O)[nH]c2ccc(Cl)cc12	108	100	110	107	101	/	96	96
39	COc1ccc2c(=O)c(C)c(C(=O)N[C@@H](Cc3ccccc3)C(=O)C(=O)NCc3ccccc3)oc2c1	105	106	108	98	103	106	94	102
40	O=C(CC1(O)C(=O)N(Cc2ccccc2)c2ccccc21)c1cc2ccccc2oc1=O (stereo unspecified)	108	102	95	90	96	103	110	76
41	COc1ccc(/C=N/n2c(CN3CCOCC3)nc3ccccc3c2=O)cc1	106	97	104	100	103	114	90	85
42	COc1cccc(NC(=O)Nc2ccc(Nc3ncnc4sc5c(c34)CCN(C(=O)OC(C)(C)C)C5)cc2)c1	97	108	99	82	94	/	86	103
43	COc1cc(-c2nc3sccn3c2-c2ccnc(NCCCNS(=O)(=O)c3ccc(F)cc3)n2)ccc1F	83	74	54	90	41	70	79	84
44	CC(=O)c1sc(-c2ccccc2)cc1N	76	108	/	94	96	109	98	44
45	Ic1ncnc2c1ncn2C1CCCCO1 (stereo unspecified)	108	126	110	99	105	118	83	112
46	COC(=O)C1C2CC3c4[nH]c5cc(OC)ccc5c4CCN3CC2CC(O)C1OC (stereo unspecified)	100&93&111	105&113&116	100&104&114	90&101&90	101&104&112	86&118	108&92	99&102
47	Cc1cccc(-c2nc(NC(=O)c3cccnc3N)nc(NC(=O)c3cccnc3N)n2)c1O	101	118	101	96	95	108	109	103
48	CS(=O)(=O)c1ccc(C(=O)c2ccc(F)cc2)cc1	99	99	96	100	97	99	74	98
49	Cc1cc(C#Cc2ccc(C(C)(C)C)cc2)ccc1-n1c(/C=C/c2c(Cl)cccc2Cl)nc2ccccc2c1=O	96	126	106	104	106	120	/	90
50	N#C/C(=C\c1c(O)ccc2ccccc12)c1ccc([N+](=O)[O-])cc1	77	100	60	77	85	107	68	77

(next part)
#	SMILES	A549/ATCC	SK-MEL-28	M14	HOP-62	SK-MEL-5	SK-MEL-2	HOP-92	EKVX
51	NC(N)=NCCOc1nc(Oc2ccccc2C(=O)O)cc(-c2ccco2)n1	102	108	102	98	116	114	98	97
52	COc1ccc2c(c1)N=C(OCCCCl)Cn1c(=O)cc(C)n1-2	85	101	103	86	102	100	118	95
53	CS(=O)(=O)Nc1cccc(-n2c(COc3ccc(Br)cc3)nc3ccccc32)c1	88&103	105&119	88&120	82&97	91&88	101&95	93&67	74&86
54	CCN(CC)CCOc1cccc(OC)c1	99	91	96	100	97	105	85	98
55	O=C(CC12CC3CC(CC(C3)C1)C2)NCCOCCOCCNC(=O)c1cc2c(o1)C(=O)c1ccccc1C2=O	-62*	-73*	-74*	-58*	-98*	-42*	-8.2*	-66*
56	CC(=O)NC1=CC2C(O)c3ccccc3N3C(=O)CO[C@]23C=C1 (stereo partly specified)	96	118	106	113	110	107	93	107
57	Cc1ccc2oc(=O)cc(-c3nc4ccc(N)cc4[nH]3)c2c1	97	109	112	82	93	88	102	88
58	C=CCC(CC)(C(=O)Nc1ccc2nc(C)cc(N)c2c1)C(=O)Nc1ccc2nc(C)cc(N)c2c1	102	108	102	87	104	102	93	108
59	CC/C=C/CC	90	119	104	107	113	108	99	106
60	c1ccc(N2CCN(c3nncc4ccccc34)CC2)nc1	100	108	102	102	98	103	/	110
61	NS(=O)(=O)c1ccc(Nc2ccnc(SCC(=O)c3ccc(Br)cc3)n2)cc1	103	111	101	112	92	103	122	97
62	COc1ccc2c3c(c4ccccc4cc13)C(=O)N(CCN(C)CCN)C2=O	-78*	/	-83*	-77*	-98*	22	-7.7*	-48*
63	CS(=O)(=O)c1ccc(/C(=N/N=C(N)N)c2ccc(F)cc2)cc1	81	96	67	96	83	97	94	85
64	CC(=O)NC(CS(=O)(=O)Cc1ccc([N+](=O)[O-])cc1)C(=O)O (stereo unspecified)	97	114	100	102	108	104	/	105
65	CCn1c(C)nc([N+](=O)[O-])c1Sc1nc(N)nc2nc[nH]c12	54	81	8.0*	25	59	40	55	39
66	CNC1=C([N+](=O)[O-])C(c2ccc(F)cc2)C(C#N)=C(c2ccc[nH]2)O1 (stereo unspecified)	102	106	109	100	103	99	82	99
67	O=c1[nH]c(=S)[nH]c2nccnc12	108	112	99	117	109	108	/	116
68	CC(=O)c1sc(-c2ccc(F)cc2)cc1O	97	110	95	111	100	107	102	100
69	COc1ccc2c(c1)c(-c1nc(-c3cn(C)c4ccncc34)cs1)cn2C	2.4*	87	-90*	95	-23*	112	82	-37*
70	NCCCCCNc1noc(Cc2c[nH]c3ccccc23)n1	101	102	101	92	93	115	71	94
71	COC(=O)C(C)CSCc1ccccc1 (stereo unspecified)	98	104	101	90	98	107	90	/
72	C#CC#CC#CC#CC#CC#CC#CC#CC[C@H]1OC[C@H](COC(=O)O[C@@H](C(=O)O[C@H]2C[C@@]3(O)[C@@H](OC(=O)c4ccccc4)[C@@H]4[C@]5(OC(C)=O)CO[C@@H]5C[C@H](O)[C@@]4(C)C(=O)[C@H](OC(C)=O)C(=C2C)C3(C)C)[C@@H](NC(=O)c2ccccc2)c2ccccc2)O1	50	52	27	69	60	74	58	75
73	COc1ccc(Nc2nc(=O)c3ccccc3s2)cc1OC	96	112	106	102	95	98	94	96
74	Nc1nc2ccc(-c3cccc(Cl)c3)cc2c(=O)n1-c1ccc(C(F)(F)F)cc1	86	101	84	89	89	95	75	90
75	COc1ccc(OC)c(Nc2nc3nonc3nc2Nc2cc(OC)ccc2OC)c1	21	58	/	-13*	12	65	13	/

Whole records, quoted from the list. Order of values: A549/ATCC | SK-MEL-28 | M14 | HOP-62 | SK-MEL-5 | SK-MEL-2 | HOP-92 | EKVX
O=Cc1cn(S(=O)(=O)c2ccc(Cl)cc2Cl)c2ccccc12 is listed with 99 | 101 | 97 | 91 | 92 | 95 | 72 | 103
CC(=Nc1ccccc1)C1=C(O)C(Cc2ccc(O)cc2)NC1=O (stereo unspecified) is listed with -28* | 40 | 0.1* | 20 | -44* | 42 | -10* | 20

The list continues.
#	SMILES	A549/ATCC	SK-MEL-28	M14	HOP-62	SK-MEL-5	SK-MEL-2	HOP-92	EKVX
76	COc1ccc(NC(=O)Nc2ccc(OCCCCCC(=O)Nc3ccc(C(=O)O)c(O)c3)cc2)cc1	85	104	84	83	84	107	83	88
77	N#C/C(=C\c1cccs1)c1nc(-c2ccc(Cl)cc2)cs1	94	110	107	116	96	108	/	/
78	CCN(CC)c1ccc(/C=N\Nc2ccc([N+](=O)[O-])cn2)cc1	107	110	113	113	100	101	/	96
79	CCCCN(C1CCN(C(=O)OC(C)(C)C)CC1)S(=O)(=O)NC(=O)OC(C)(C)C	106	101	106	94	110	111	79	108
80	CCOc1cc(CCNS(=O)(=O)c2ccc(C)cc2)c(C(C)=O)cc1OCC	75[100 µM]	108[100 µM]	80[100 µM]	97[100 µM]	66[100 µM]	86[100 µM]	-5.8*[100 µM]	/
81	COc1nc2cc(OC(C)C)ccc2cc1-c1nc2c(cnn2-c2ccc(Br)cc2)c(=O)[nH]1	98	103	105	113	112	96	98	105
82	CCCCCCCCCCCCNC(=S)N/N=C/c1cccc(O)c1	83	102	98	98	89	93	98	/
83	Fc1ccc(NC(=S)c2ccccc2)cc1	99	102	100	113	101	98	87	98
84	COC1=CC2ON(C(=O)c3ccccc3)C1C1C3(O)CCCc4cccc(c43)N3C(=O)COC213 (stereo unspecified)	95	109	106	100	101	99	87	100
85	O=C(O)CSc1ccc([N+](=O)[O-])c(SCC(=O)O)n1	104	104	90	108	101	101	103	94
86	CCCCCCCCCCCCCCCCOc1ccc(C)cc1	102	111	111	/	108	115	/	100
87	c1ccc2nc(Cn3c[n+](Cc4ccc5ccccc5n4)c4ccccc43)ccc2c1	54	39	22	54	-84*	29	-8.2*	75
88	O=C(NCc1ccccc1O)c1cccc2ccccc12	87	72	76	87	60	86	-8.5*	82
89	N#Cc1c(Nc2ccc(F)cc2)n[nH]c1-c1cccs1	115	105	104	110	97	117	87	93

Part of the list above, as labelled records:
[84] COC1=CC2ON(C(=O)c3ccccc3)C1C1C3(O)CCCc4cccc(c43)N3C(=O)COC213 (stereo unspecified)
  A549/ATCC = 95
  SK-MEL-28 = 109
  M14 = 106
  HOP-62 = 100
  SK-MEL-5 = 101
  SK-MEL-2 = 99
  HOP-92 = 87
  EKVX = 100
[85] O=C(O)CSc1ccc([N+](=O)[O-])c(SCC(=O)O)n1
  A549/ATCC = 104
  SK-MEL-28 = 104
  M14 = 90
  HOP-62 = 108
  SK-MEL-5 = 101
  SK-MEL-2 = 101
  HOP-92 = 103
  EKVX = 94
[86] CCCCCCCCCCCCCCCCOc1ccc(C)cc1
  A549/ATCC = 102
  SK-MEL-28 = 111
  M14 = 111
  HOP-62 = /
  SK-MEL-5 = 108
  SK-MEL-2 = 115
  HOP-92 = /
  EKVX = 100
[87] c1ccc2nc(Cn3c[n+](Cc4ccc5ccccc5n4)c4ccccc43)ccc2c1
  A549/ATCC = 54
  SK-MEL-28 = 39
  M14 = 22
  HOP-62 = 54
  SK-MEL-5 = -84*
  SK-MEL-2 = 29
  HOP-92 = -8.2*
  EKVX = 75
